Source: PubChem BioAssay (Southern Research Specialized Biocontainment Screening Center)
H37Rv inhibition = M. tuberculosis growth inhibition, HTS (AID 449762); inhibition, % at 25 µM; hits with a dose series show IC50 in µM; M. tuberculosis H37Rv growth inhibition, 7H9 media; higher % means a stronger effect; actives 0.59% (n = 330,000); in the data active means a potency from the dose series; inconclusive means inhibition above about 70% without an active follow-up result;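 further: bacterial growth assessed after seven days of incubation; strong numbers were not always called active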
M. tuberculosis = growth inhibition of non-replicating M. tuberculosis (AID 488890); one-dose inhibition, % at 25 µM; IC50 in µM for titrated hits; Mycobacterium tuberculosis non-replicating, growth inhibition; higher % means a stronger effect; actives 0.39% (n = 320,000); in the data active means a potency from the dose series; inconclusive means inhibition mostly from about 82% at the one dose, without a potency; inactive means the rest, 99 in 100 with inhibition below about 76%;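 further: plate controls were DMSO cells for no effect and high antibiotic wells for full effect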
Salmonella PhoP GFP = PhoP regulon inhibitors, Salmonella typhi PhoP promoter GFP reporter, confirmatory (AID 1850); Salmonella Typhi PhoP-promoter GFP reporter, fluorescence, 4 h; higher % means a stronger effect; actives 0.33% (n = 310,000); inhibition, % at 50 µM; hits with a dose series show IC50 in µM; in the data active means a potency from the dose series; inconclusive means inhibition mostly from about 25% at the one dose, without a potency; inactive means the rest, 99 in 100 with inhibition below about 19%;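 further: 0% = induced wells with vehicle and 100% = uninduced wells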
inhibitors of VEEV = inhibitors of VEEV TC-83 cytopathic effect, confirmation, Vero cells (AID 588727); Vero cells, VEEV TC-83 cytopathic effect inhibition; higher % means a stronger effect; actives 0.13% (n = 350,000); inhibition, % at 20 µM, or IC50 in µM where a hit was titrated; in the data active means a potency from the dose series; inconclusive means inhibition mostly from about 14% at the one dose, without a potency; inactive means the rest, 99 in 100 with inhibition below about 12%; further: strong numbers were not always called active
H1N1 NS1A inhibition = H1N1 influenza NS1A inhibitors, functional cell based assay (AID 504329); NS1A functional cell-based assay, percent inhibition; higher % means a stronger effect; one-dose inhibition, % at 12.5 µM; IC50 in µM for titrated hits; actives 0.3% (n = 340,000); in the data active means a potency from the dose series; inconclusive means inhibition above about 27% without an active follow-up result; further: strong numbers were not always called active
inhibitors of VEEV 10K pilot screen = second read-out of inhibitors of VEEV, no call of its own (marks repeat the call); inhibition, %; measured here: 10K pilot screen inhibition
Starred values were filed as active, the others as inactive; i = inactive; ? = inconclusive; nt = not tested or not shown. The order is random, and some 1.5% of all compounds hit somewhere here.

SMILES	H37Rv inhibition	M. tuberculosis	Salmonella PhoP GFP	inhibitors of VEEV	H1N1 NS1A inhibition	others
C/C(=N\NC(=O)c1ccco1)c1ccc(-c2ccccc2)cc1	11%	62%	0%	1.4%	5%
COc1ccc(C)cc1NC(=O)CCS(=O)(=O)c1ccc2c(c1)oc(=O)n2C	-1%	5%	2%	1.5%	-4%
COc1ccc(-c2cc(-c3ccccc3)no2)cc1	7%	73%	5%	0.6%	8%
CNc1nc(OCC(F)(F)F)nc(N2CCOCC2)n1	-4%	-9%	-3%	0.1%	-5%
COc1ccc(OC)c(C2CC(=O)C(C)C(c3cc(OC)ccc3OC)N2)c1 (stereo not drawn)	3%	5%	0%	3.0%	-1%
COc1ccc(Br)c(C(=O)OCC(=O)NC(=O)NC2CCCC2)c1	?	79%	nt	2.3%	-15%
CCOc1ccc(CCNC(=O)CN2C(=O)NC(CCSC)C2=O)cc1OCC (stereo not drawn)	4%	0%	-3%	1.1%	2%
CC1=C(C(=O)OC(C)C)C2(O)C(=O)c3ccccc3C2(O)N1 (stereo not drawn)	1%	-9%	4%	i	7%
CSc1ccc(CN(C)C(=O)CSCC(=O)Nc2ccc(C)cc2)cc1	?	79%	4%	1.8%	-2%
CC(C)(C)C1CCc2c(sc(N)c2C(N)=O)C1 (stereo not drawn)	0%	38%	-7%	4.6%	0%
Cc1ccccc1C1CCCN(C(=O)c2cc(COc3c(F)cccc3F)on2)C1 (stereo not drawn)	8%	15%	7%	0.7%	-16%
O=C(CC(c1ccccc1)C1CCCCC1=O)c1ccco1 (stereo not drawn)	1%	1%	0%	0.8%	-7%
CCCCC(CC)CNC(=O)Cn1c(=S)[nH]c2ncccc2c1=O (stereo not drawn)	0%	-11%	4%	nt	nt
O=C(NCC(c1cccs1)N1CCOCC1)c1ccc(Cl)c([N+](=O)[O-])c1 (stereo not drawn)	-1%	2%	-22%	i	11%
CCOC(=O)CNc1c(-c2ccc(OC)cc2)nc2ccc(Cl)cn12	10%	42%	-2%	i	-7%

Looked up one by one from the list above, 4 records:
SMILES	H37Rv inhibition	M. tuberculosis	Salmonella PhoP GFP	inhibitors of VEEV	H1N1 NS1A inhibition	others
COc1ccc(OC)c(C2CC(=O)C(C)C(c3cc(OC)ccc3OC)N2)c1 (stereo not drawn)	3%	5%	0%	3.0%	-1%
CCOC(=O)CNc1c(-c2ccc(OC)cc2)nc2ccc(Cl)cn12	10%	42%	-2%	i	-7%
COc1ccc(Br)c(C(=O)OCC(=O)NC(=O)NC2CCCC2)c1	?	79%	nt	2.3%	-15%
COc1ccc(C)cc1NC(=O)CCS(=O)(=O)c1ccc2c(c1)oc(=O)n2C	-1%	5%	2%	1.5%	-4%

New compounds follow
SMILES	H37Rv inhibition	M. tuberculosis	Salmonella PhoP GFP	inhibitors of VEEV	H1N1 NS1A inhibition	others
O=C(NCCN1CCOCC1)N1c2ccccc2Sc2ccccc21	0%	-9%	3%	0.5%	7%
CCN1CCN=C1Nc1ccccc1	-1%	-17%	-2%	0.5%	12%
Cc1cccc(CN2CCc3c([nH]c4ccccc34)C2C(C)(C)C)n1 (stereo not drawn)	4%	nt	-6%	0.6%	1%
CC(NC(=S)Nc1ccccc1)C(c1cccs1)N1CCOCC1 (stereo not drawn)	10%	30%	-4%	i	10%
COC(=O)C1=C(C)NC(=S)NC1c1ccc(OC(=O)c2ccco2)cc1 (stereo not drawn)	1%	28%	22%	i	-1%
Cc1cc(C(=O)NC2CCCCCC2)c2ccccc2n1	-5%	6%	nt	0.4%	-1%
CCOC(=O)N1CCN(C(=O)CCc2nc3sc4c(c3c(=O)[nH]2)CCCC4)CC1	1%	4%	-3%	i	-7%
CC1(C)CC(NS(=O)(=O)OCC(Cl)(Cl)Cl)c2cc(C#N)ccc2O1 (stereo not drawn)	0%	5%	3%	1.2%	-8%
CC1CN(C(=O)c2ccccc2NS(=O)(=O)c2ccc(Cl)cc2)CC(C)O1 (stereo not drawn)	1%	-2%	nt	2.0%	4%
Cc1ccccc1N=CC=C1OC(C)(C)C(C)(C)O1	6%	12%	17%	2.4%	23%	inhibitors of VEEV 10K pilot screen=6.8
Cc1ccc(-c2cc(-c3ccccc3)nc(Cl)n2)cc1	?	15%	1%	i	2%
CN(Cc1cn(C)c2ccccc12)C(=S)Nc1cc(F)cc(F)c1	-5%	-2%	3%	i	-1%
O=C1NC(=S)SC1=C1CCCC1	-10%	24%	-12%	1.5%	-7%
Cc1ccc(SC2=C(N(C)C)C(=O)c3ccccc3C2=O)cc1	nt	nt	nt	i	8.5µM*
Cc1cc(C)cc(OC2CCCCC2NS(=O)(=O)c2ccccc2)c1 (stereo not drawn)	13%	53%	4%	i	-9%

6 compounds already listed, ordered by heavy-atom count, lowest first.
SMILES	H37Rv inhibition	M. tuberculosis	Salmonella PhoP GFP	inhibitors of VEEV	H1N1 NS1A inhibition	others
O=C1NC(=S)SC1=C1CCCC1	-10%	24%	-12%	1.5%	-7%
CCN1CCN=C1Nc1ccccc1	-1%	-17%	-2%	0.5%	12%
Cc1ccccc1N=CC=C1OC(C)(C)C(C)(C)O1	6%	12%	17%	2.4%	23%	inhibitors of VEEV 10K pilot screen=6.8
Cc1ccc(SC2=C(N(C)C)C(=O)c3ccccc3C2=O)cc1	nt	nt	nt	i	8.5µM*
O=C(NCCN1CCOCC1)N1c2ccccc2Sc2ccccc21	0%	-9%	3%	0.5%	7%
CC1CN(C(=O)c2ccccc2NS(=O)(=O)c2ccc(Cl)cc2)CC(C)O1 (stereo not drawn)	1%	-2%	nt	2.0%	4%

Following part
SMILES	H37Rv inhibition	M. tuberculosis	Salmonella PhoP GFP	inhibitors of VEEV	H1N1 NS1A inhibition	others
O=C(c1cccc(F)c1)N1CCN(S(=O)(=O)c2ccc(C(F)(F)F)cc2)CC1	0%	5%	9%	i	0%
CC(NC(=O)COC(=O)c1nc(Cl)ccc1Cl)c1ccccc1 (stereo not drawn)	6%	-3%	nt	0.8%	-15%
COc1cccc(NC(=O)c2nn(C34CC5CC(CC(C5)C3)C4)cc2[N+](=O)[O-])c1	5%	37%	6%	6.3%	13%
Cc1cc(=O)n(-c2ccc(O)cc2)[nH]1	11%	37%	-7%	8.4%	1%
CCC(=O)c1ccc(OCC(O)Cn2nc(C)cc2C)cc1 (stereo not drawn)	0%	13%	3%	2.0%	0%
COc1ccc(Cl)cc1-c1nc(-c2ccncc2)no1	-1%	-2%	3%	7.0%	2%
Cc1cc(NC(=O)c2noc3c2CCCCC3)no1	-6%	3%	10%	5.4%	2%
CCOC(=O)C(NS(=O)(=O)c1ccc(Br)cc1)C(C)C (stereo not drawn)	2%	15%	4%	i	-12%
Cc1ccccc1Oc1nc(-c2ccccn2)nc2ccccc12	?	?	7%	9.9%	-31%
NC(=O)c1cccn1Cc1cccc(Cl)c1	-3%	-7%	-3%	1.6%	3%
Cc1cccc(-n2ncc3c2CCCC3NC(=O)CCN2Cc3ccccc3C2=O)c1C (stereo not drawn)	2%	17%	-8%	5.3%	-7%
COc1ccc(S(=O)(=O)NCC2CCCN(Cc3cccnc3)C2)cc1 (stereo not drawn)	0%	-15%	-8%	0.7%	4%
CCCCOc1ccc(S(=O)(=O)N2CCN(c3ccc(N4CCN(CC)CC4)nn3)CC2)cc1	28%	13%	6%	0.1%	-4%
COc1ccc(C2(CCN=Cc3ccc(N(C)C)cc3)CCOC(C)(C)C2)cc1 (stereo not drawn)	-4%	24%	2%	i	11%
CCc1nnc(NC(=O)CCC(=O)N2CCN(Cc3ccc(Cl)cc3)CC2)s1	-3%	26%	-5%	i	3%
Cc1cccc(N/N=C(\C=N\N)C(=O)c2ccc(Br)cc2)c1	-2%	3%	2%	nt	nt
O=[N+]([O-])c1cccc(-n2nnnc2CNCc2ccccc2)c1	0%	-3%	-11%	1.4%	15%
COC(=O)c1cccc(N(C(=O)c2cnccn2)C(C(=O)NC2CCCCC2)c2cn(C)nc2C)c1 (stereo not drawn)	-7%	7%	-9%	i	1%
CCCN(CC(=O)Nc1ccccc1C)C(=O)C1CC(=O)N(c2ccccc2OCC)C1 (stereo not drawn)	nt	nt	nt	9.6%	-4%
Cc1cc(C)nc(NS(=O)(=O)c2ccc(CC(C)C)cc2)c1	-4%	15%	1%	i	4%
NS(=O)(=O)c1cccc(NS(=O)(=O)c2ccc(/C=C/C(=O)OCC(=O)c3ccc(Br)cc3)cc2)c1	3%	20%	20%	i	5%
CC(=O)c1c(C)[nH]c(C(=O)CSc2nnc(NC3CC3)s2)c1C	nt	nt	nt	9.3%	0%
Cc1cccc(-c2oc3ccc(-c4ccc5c(c4)OCO5)cc3c2/C=C/c2ccc(N)cc2)c1	14%	-3%	-1%	0.7%	4%	inhibitors of VEEV 10K pilot screen=3.0
O=C(Nc1nccs1)c1ccc(Cl)c(S(=O)(=O)N2CCOCC2)c1	-4%	-10%	1%	8.1%	-24%
CC1(C)Cc2c(sc3nc(-c4cc5ccccc5o4)n(N)c(=O)c23)CO1	3%	3%	-1%	2.0%	-4%
COCCn1c(SCC(=O)NCCCN2CCCC2=O)nc2sc3c(c2c1=O)CCCC3	nt	nt	nt	1.0%	-15%
COc1ccc(-c2nc(NC(=O)C3CCN(c4nc5ccccc5o4)CC3)sc2C)cc1	8%	25%	-1%	5.1%	1%
CCn1c(=O)c(C(=O)NNC(=O)c2ccccc2F)c(O)c2ccccc21	0%	27%	-28%	4.2%	-15%
CCN(C(=O)COc1ccc2ccc(=O)oc2c1)C1CCCCC1	8%	5%	nt	0.9%	-6%
CC(C)Cn1c(N)c(C=O)c(=O)n(C)c1=O	-6%	-2%	3%	0.8%	-7%
COc1cc(/C=N/N(c2ccccc2)c2ccccc2)ccc1O	13%	-60%	-2%	0.3%	9%
CCC1(c2ccc(F)cc2)NC(=O)N(CC(=O)N2c3ccccc3CC2C)C1=O (stereo not drawn)	-3%	35%	nt	8.1%	-3%
Cc1ccc(Cl)cc1NC(=O)COc1ccccc1	1%	74%	-2%	i	-2%
CC(C)/C=N/NC(=O)c1cccc(N2CCCC2=O)c1	-2%	-24%	2%	1.9%	-4%
O=C(NNC(=O)c1ccccc1O)c1ccc(Cl)cc1	-1%	-11%	-2%	0.5%	6%	inhibitors of VEEV 10K pilot screen=2.8
CCOC(=O)N1CCC(N2Cc3cccc(C(=O)NCc4ccccc4OC)c3C2=O)CC1	3%	31%	2%	9.2%	0%
COc1cc(C2C(C(=O)c3cccs3)=C(O)C(=O)N2CCN2CCOCC2)cc(OC)c1OC (stereo not drawn)	1%	6%	-6%	1.5%	-5%
CCOC(=O)c1nn(-c2ccc(C)cc2)c(=O)cc1OCC(=O)Nc1ccc(OC)cc1	9%	-7%	5%	i	-9%
CSc1nc2sc3c(c2c(=O)n1CC(C)C)CC(C)(C)OC3	6%	-2%	6%	i	nt
COc1cccc(CN=CC2=C(O)CC(C)(C)CC2=O)c1OC	5%	2%	10%	1.1%	-5%
Cc1[nH]n2c(=O)cc(Cc3ccccc3)nc2c1C#N	2%	23%	3%	0.8%	2%
COc1ccccc1N(Cc1ccccc1)S(=O)(=O)c1cccc(C(=O)O)c1	-7%	0%	1%	0.6%	-5%
CC(C)(CCl)C(=O)Nc1ccc(Sc2ccc(F)cc2)cc1	10%	44%	6%	i	0%
O=C(O)c1ccccc1N=Nc1c(O)[nH]c2ccc([N+](=O)[O-])cc12	4%	12%	-5%	0.6%	10%
O=C(CCN1C(=O)c2ccc([N+](=O)[O-])cc2C1=O)Nc1ccc(O)cc1C(=O)O	6%	-5%	-26%	i	0%
Oc1ccc(-c2nc3ccccc3nc2-c2ccccc2)cc1	8%	13%	-4%	4.8%	0%
COC(=O)c1cnn2c(C(F)(F)F)cc(-c3ccc(F)cc3)nc12	-9%	-1%	-4%	1.5%	-12%
CCOC(=O)C1(CCc2ccccc2)CCN(Cc2c(O)cccc2OC)CC1	?	60%	-15%	i	-6%
CC1COc2ccccc2N1C(=O)c1ccccc1Cl (stereo not drawn)	4%	5%	-4%	i	-1%
Cn1c(=O)[nH]c(=O)c2c1nc1n2CCCN1CCc1ccccc1	-8%	-4%	4%	1.9%	4%
C=CCC(NC(=O)c1ccc(C#N)cc1)C(=O)NCCC (stereo not drawn)	-11%	-9%	nt	0.3%	15%	inhibitors of VEEV 10K pilot screen=0.2
CC1CC(C)CN(C(=O)COC(=O)Cc2ccc(Cl)cc2)C1 (stereo not drawn)	8%	44%	-14%	i	3%
CCN(CCNC(=O)c1ccc(CSc2nc3ccncc3[nH]2)cc1)c1ccccc1	-6%	nt	-7%	7.9%	8%
CCOC(=O)c1c(O)c2c(n(Cc3ccco3)c1=O)CCCC2	-2%	18%	-7%	i	-25%
